# OX1R antag – human HCRTR1 antagonism. CHO/OX1R cells, Fluo-8 calcium fluorescence, orexin A. inhibition, % at 5 µM. hit rate 0.43% among 330,000;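 active means inhibition above its plate's threshold, mean inhibition of all tested compounds on the plate plus 3 SD, cut at about 37% in these data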;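 further: 0% = orexin A challenge wells and 100% = SB-334867-A antagonist wells; not every result past the cut was called active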
# Target sequence (O43613 whole entry, looked up): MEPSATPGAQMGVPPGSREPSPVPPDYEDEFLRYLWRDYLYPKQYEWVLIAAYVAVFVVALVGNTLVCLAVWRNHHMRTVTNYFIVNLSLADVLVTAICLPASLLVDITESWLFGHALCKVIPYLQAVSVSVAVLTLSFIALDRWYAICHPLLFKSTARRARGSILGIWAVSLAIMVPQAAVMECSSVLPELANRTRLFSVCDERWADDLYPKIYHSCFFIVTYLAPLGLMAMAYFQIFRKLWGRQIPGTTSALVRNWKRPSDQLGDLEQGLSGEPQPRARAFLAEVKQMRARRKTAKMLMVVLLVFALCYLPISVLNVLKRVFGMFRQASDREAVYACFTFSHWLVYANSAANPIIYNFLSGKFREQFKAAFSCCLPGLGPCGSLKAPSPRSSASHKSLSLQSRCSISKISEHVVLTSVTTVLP
# CHT allo act – allosteric activators of human choline transporter CHT; Q9GZV3; CHT-expressing cells, membrane potential dye, choline EC20; stronger effect = higher value; LV-AA mutant CHT in HEK293 cells; B-score at 10 µM; hit rate 0.49% among 310,000; AID 488977;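 active means initial fluorescence not abnormally high and integrated response B-score, plate-corrected, over 3 SD above library mean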
# Target sequence (Q9GZV3 whole entry, looked up): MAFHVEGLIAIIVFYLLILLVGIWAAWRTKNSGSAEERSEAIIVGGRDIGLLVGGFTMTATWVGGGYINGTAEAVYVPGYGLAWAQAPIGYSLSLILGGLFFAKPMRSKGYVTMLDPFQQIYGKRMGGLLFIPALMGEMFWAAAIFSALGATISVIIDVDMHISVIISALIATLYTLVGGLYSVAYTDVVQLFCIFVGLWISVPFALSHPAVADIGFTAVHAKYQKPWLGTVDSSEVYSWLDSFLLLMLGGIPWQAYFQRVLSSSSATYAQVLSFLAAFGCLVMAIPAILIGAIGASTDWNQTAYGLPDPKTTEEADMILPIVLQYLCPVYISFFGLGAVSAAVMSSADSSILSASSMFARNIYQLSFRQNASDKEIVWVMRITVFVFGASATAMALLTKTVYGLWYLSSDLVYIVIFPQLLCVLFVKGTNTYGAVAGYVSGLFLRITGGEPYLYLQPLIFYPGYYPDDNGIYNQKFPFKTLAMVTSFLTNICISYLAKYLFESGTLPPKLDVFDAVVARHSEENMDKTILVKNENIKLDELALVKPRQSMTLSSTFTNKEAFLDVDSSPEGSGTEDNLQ
# Starred values were filed as active, the others as inactive; i = inactive; . = no result given.
# Below each compound: CHT allo act | OX1R antag
> CC(=O)c1ccc(S(=O)(=O)NCC(=O)Nc2nc3ccccc3[nH]2)cc1
→ . | -18
> Cc1ccc(/C=C/c2nc3sc(C(=O)O)c(C)c3c(=O)[nH]2)cc1[N+](=O)[O-]
→ i | 3
> CC(CCc1ccccc1)NC(=O)CC(C)c1ccccc1 (stereo not given)
→ i | -19
> O=C1CCCC2=C1C(c1ccccc1)NC(=S)N2 (stereo not given)
→ i | 5
> NC(N)=Nc1cc2ccccc2c2ccccc12
→ i | -3
> COc1cc(C)c(S(=O)(=O)Nc2ccc(CC(=O)O)cc2)cc1C
→ i | -19
> CCCCCc1ccc(OCCCC[n+]2ccc(C)cc2)c(CCCCC)c1
→ i | 40*
> CC1CCC/C(=N\NC(=S)NCc2ccccc2)C1 (stereo not given)
→ i | -18
> CCCNC(=O)c1cc(-c2ccccc2)c(N2CCCCC2)s1
→ i | 4
> CSc1ncccc1C(=O)OCc1ccc([N+](=O)[O-])cc1
→ i | -20

# (next part)
# Below each compound: CHT allo act | OX1R antag
> CCC(=O)Nc1nc(=S)ss1
→ i | -2
> COc1ccccc1N1CCN(C(=O)C(C)NC(=O)c2ccco2)CC1 (stereo not given)
→ . | 6
> Cc1ccc(NC(=O)COC(=O)CCc2c(C)nc3ncnn3c2C)cc1C
→ . | -19
> O=C(Cc1c(F)cccc1Cl)Nc1ccccc1N1CCCCC1
→ i | -32
> CCOC(=O)c1c(S(=O)(=O)Nc2ccc(F)cc2C)c(C)n(C)c1C
→ i | -3
> CSc1ccccc1NC(=O)CN1CCCCC1
→ i | -7
> COc1ccc2c(-c3ccccc3)cc(SCC(=O)N(C)C)nc2c1
→ i | -15
> CCN(CC)CCCNC(=O)C1c2ccccc2C(=O)N(C)C1c1ccc(OC)cc1 (stereo not given)
→ i | -22
> CC(Oc1ccc2ccc(=O)oc2c1)C(=O)c1ccccc1 (stereo not given)
→ i | -20
> CN(CC(=O)Nc1ccccc1C(F)(F)F)C(=O)CSc1nnc(N)s1
→ . | -20

# (list continues)
# Below each compound: CHT allo act | OX1R antag
> CC(c1ccccc1)C(NC(=O)OCC1c2ccccc2-c2ccccc21)C(=O)O (stereo not given)
→ i | -11
> Cc1ccc(-n2nnnc2SCC(=O)c2cc(C)n(-c3cc(C)on3)c2C)c(C)c1
→ i | -2
> Cc1cc(F)ccc1S(=O)(=O)N1CCCOC1CNC(=O)C(=O)NCc1cccnc1 (stereo not given)
→ i | -9
> CCOc1ccc(CCNC(=O)C2CCCN(c3nn4c(=O)cc(C)nc4s3)C2)cc1OCC (stereo not given)
→ i | -33
> O=C(Oc1ccc(-c2nnco2)cc1)N1CCOCC1
→ i | -5
> CN(C)S(=O)(=O)c1ccc(C(=O)NC2CCCc3ccccc32)cc1 (stereo not given)
→ i | -13
> CC1CCN(S(=O)(=O)N2CCC(C(=O)NCc3ccc4c(c3)OCO4)CC2)CC1
→ i | -10
> CCOc1ccc(N(CC(=O)Nc2ccc(C)cc2)S(=O)(=O)c2c(C)[nH]c(=O)[nH]c2=O)cc1
→ i | -3
> Cc1ccccc1OCC(=O)OCC(=O)NCC1CCCCC1
→ . | -8
> Cc1ccc2c(c1)N(S(=O)(=O)c1cc(-c3onc(C)c3C)ccc1C)CCO2
→ i | -1

# Following part:
# Below each compound: CHT allo act | OX1R antag
> CCCOc1ccc(Cn2ccnc2)cc1[N+](=O)[O-]
→ i | -9
> Cc1c(N/C=C(\Cl)C(=O)C(F)(F)F)c(=O)n(-c2ccccc2)n1C
→ i | -6
> CCC(C)N1C(=O)N(C)C2NC(=O)NC21 (stereo not given)
→ i | 0
> Cc1cccc(NC(=O)c2ccc([N+](=O)[O-])o2)c1C
→ i | -14
> Cn1c(=O)c2c(nc(OCc3cccnc3)n2Cc2ccccc2)n(C)c1=O
→ i | -11
> COc1ccccc1C(=O)O/N=C(\c1ccccc1)c1ccncc1
→ i | -30
> CCn1cnc2c1c(=O)n(CC(=O)O)c(=O)n2Cc1ccccc1
→ i | -12
> CN(CC(=O)OCC(=O)c1c(N)n(C)c(=O)n(C)c1=O)S(=O)(=O)c1ccc(Cl)cc1
→ i | -22
> CCCn1c(NC(=O)c2ccc(Br)cc2)nc2ccccc21
→ i | -5
> O=C(NNC(=S)NC1CCCCC1)c1ccccc1O
→ i | -12

# (more compounds)
# Below each compound: CHT allo act | OX1R antag
> CCOc1cc(CNC(=O)CN2C(=O)c3ccccc3S2(=O)=O)ccc1OC
→ i | -16
> CCC(C)(C)NC(=O)CN(C(=O)CCC(=O)Nc1ccccn1)c1ccc(F)c(Cl)c1
→ i | -27
> O=C(CNc1cccc([N+](=O)[O-])c1)NCCCc1ccccc1
→ i | 4
> Cc1nnc(SCC(=O)Nc2nnc(SCc3cccc(Br)c3)s2)s1
→ i | -2
> N#CC(/C(=N/S(=O)(=O)c1cccs1)c1ccccc1)c1nc2ccccc2[nH]1 (stereo not given)
→ i | -18
> COc1ccc(C(C)=O)cc1COC(=O)c1ccc2ccccc2n1
→ i | -30
> Cc1nc(-c2ccc(S(=O)(=O)N3CCOCC3)cc2)cs1
→ i | -3
> CCOC(=O)c1cc2c(n(-c3ccc(Cl)cc3)c1=O)CCCC2=O
→ i | -3
> CN1C(=O)C2(CCCCC2)C1c1ccccc1 (stereo not given)
→ . | 12
> CCCOC(=O)C1NC(=O)N2C(C(=O)OCCC)C(C)(C)S[C@H]12 (stereo not given in full)
→ i | -13

# Other structures.
# Below each compound: CHT allo act | OX1R antag
> CC1CCN(C(=S)NCCc2ccccc2)CC1
→ i | -18
> O=C(c1c(F)cccc1F)N1CCN(CCOc2ccccc2)CC1
→ i | -3
> Cc1ccc(C(=O)Nc2ccccc2C(=O)N2CCOCC2)cc1[N+](=O)[O-]
→ i | -13
> COc1ccc(S(=O)(=O)Nc2ccccc2C(=O)NCc2cccnc2)cc1C
→ i | -18
> COc1ccc(C(=O)COC(=O)/C=C/c2ccccc2)cc1
→ i | -10
> CCOc1ccccc1NC1=C(Cl)C(=O)N(c2ccc(OC)cc2)C1=O
→ i | -29
> COC(=O)c1ccc(C2C(C(=O)c3ccc(C)o3)=C(O)C(=O)N2c2cc(C)on2)cc1 (stereo not given)
→ i | -11
> CN(CC(=O)NCCc1ccccc1)CC(=O)Nc1cccc(F)c1
→ . | -23
> CCCC(NC(=O)CCc1c(C)c2cc3c4c(oc3c(C)c2oc1=O)CCCC4)C(=O)O (stereo not given)
→ i | .
> CCOC(=O)C1CCN(CCC(=O)Nc2ccc(Br)c(C)c2)CC1
→ i | .

# Next records.
# Below each compound: CHT allo act | OX1R antag
> CCOC(=O)C1=C(c2ccccc2)NC(=S)NC1c1cccc([N+](=O)[O-])c1 (stereo not given)
→ i | -2
> O=C(CN1CCCCC1)Nc1ccc(C(F)(F)F)cc1Cl
→ i | 5
> Cc1cccc(N2C(=O)CS/C2=N\NC(=O)c2ccc(Br)cc2)c1C
→ i | -2
> CN(C)S(=O)(=O)N1CCC(Oc2ccc(C(=O)N3C[C@H]4CC[C@H]3C4)cc2)CC1
→ i | -19
> CCN(CC)S(=O)(=O)c1ccc(Cl)c(NC(=O)COC(=O)c2ccc([N+](=O)[O-])o2)c1
→ i | -21
> CCOc1ccccc1CN1CCN(Cc2ccon2)CC1CCO (stereo not given)
→ i | -28
> O=C(O)c1ccc(O)c(N2C(=O)Nc3ccccc3N2O)c1
→ i | 6
> Cc1ccc(OCC(=O)N2CCN(C(=O)c3cccs3)CC2)cc1
→ i | 3
> CCCc1nc2ccc(NC(C)=O)cc2c(=O)n1Cc1cccc(Cl)c1
→ i | -18
> CC(C)C(=O)NCCc1c[nH]c2ccccc12
→ i | 1

# More compounds.
# Below each compound: CHT allo act | OX1R antag
> COc1nc(N)nc(NC23CC4CC(CC(C4)C2)C3)n1
→ i | -15
> Cc1cc(C)cc(N(CC(=O)O)S(=O)(=O)c2c(C)noc2C)c1
→ i | 16
> OC(CNC1CCCc2ccccc21)COc1ccc2ccccc2c1 (stereo not given)
→ i | -9
> CN(C)CC(C)(C)CNC(=S)Nc1ccc(S(=O)(=O)N2CCOCC2)cc1
→ i | -9
> CCCCC(=O)Nc1cccc(NC(=O)c2ccc(Br)o2)c1
→ i | -14
> Cc1cc(C(=O)N(C)CC(=O)Nc2ccccc2C(F)(F)F)c(C)o1
→ i | -12
> CCC(C(=O)O/N=C(\N)c1ccc(C)cc1)c1ccccc1 (stereo not given)
→ i | -12
> CCOC(=O)c1c(NC(=O)c2ccccc2C(=O)O)sc2c1CCC2
→ i | -18
> COCC(C)NCC(=O)NC(C)CCc1ccccc1 (stereo not given)
→ i | 1
> O=C(CCC(=O)N1CCOc2ccccc21)Nc1ccccc1Cl
→ i | -22

# 7 records drawn at random from the list so far:
# Below each compound: CHT allo act | OX1R antag
> CCOC(=O)c1c(NC(=O)c2ccccc2C(=O)O)sc2c1CCC2
→ i | -18
> COCC(C)NCC(=O)NC(C)CCc1ccccc1 (stereo not given)
→ i | 1
> COc1nc(N)nc(NC23CC4CC(CC(C4)C2)C3)n1
→ i | -15
> CCC(C(=O)O/N=C(\N)c1ccc(C)cc1)c1ccccc1 (stereo not given)
→ i | -12
> CCCCC(=O)Nc1cccc(NC(=O)c2ccc(Br)o2)c1
→ i | -14
> CN(C)CC(C)(C)CNC(=S)Nc1ccc(S(=O)(=O)N2CCOCC2)cc1
→ i | -9
> Cc1cc(C(=O)N(C)CC(=O)Nc2ccccc2C(F)(F)F)c(C)o1
→ i | -12

# Additional compounds
# Below each compound: CHT allo act | OX1R antag
> CC(OC(=O)C1COc2ccccc2O1)C(=O)N(C)c1ccccc1 (stereo not given)
→ i | -12
> COc1ccc(OC)c(/C=N/NC(=O)CNC(=O)c2ccc(S(=O)(=O)N3CCOCC3)cc2)c1
→ i | -12
> O=C1C2=C(CCCC2)C(=O)N1c1cccc(OCCBr)c1
→ i | -31
> N#Cc1c(N)nc(SCC(=O)OCc2ccccc2)c(C#N)c1-c1ccco1
→ i | 0
> Cc1ccccc1-n1c(C)nnc1SCC(=O)N(C)C1CCS(=O)(=O)C1 (stereo not given)
→ i | -15
> CC1CCCC(NC(=O)Cn2cc(Br)ccc2=O)C1C (stereo not given)
→ . | -15
> Cc1ccc(-n2ncc3c2CCCC3NC(=O)CCC2=NNC(=O)CC2)cc1C (stereo not given)
→ i | -20
> CN1CCN(c2nc(-c3ccc(Cl)c(Cl)c3)nc3ccccc23)CC1
→ i | -3
> N#CCCn1cc(/C=N/O)c(-c2ccc(Cl)cc2)n1
→ i | 10
> CCCn1c(=NC(=O)CS(=O)(=O)c2ccccc2)sc2cc(S(C)(=O)=O)ccc21
→ i | -17

# Next section.
# Below each compound: CHT allo act | OX1R antag
> Cc1ccc(NC(=O)CSc2nnc(CNC(=O)c3ccco3)o2)cc1Cl
→ i | -21
> CCOc1ccc(S(=O)(=O)NCCC(=O)N(C)Cc2ccc(C)o2)cc1
→ i | 7
> CC(=O)Nc1ccc(Nc2cc(-c3ccccc3)nc3ncnn23)cc1
→ i | -19
> CN1CCN(c2nc(-c3ccccc3)ncc2S(C)(=O)=O)CC1
→ i | -2
> C=C(C)CN(CC)CCC(=O)Nc1ccc(OC)cc1OC
→ i | -13
> O=C(CCc1ccccc1)Nc1cccnc1
→ i | -11
> COc1cc(N(C(=O)Cc2cccs2)C(C(=O)NC2CCCCC2)c2ccc(C)cc2)ccc1-n1cnnn1 (stereo not given)
→ i | 2
> Cc1c(/C=N\NC(=O)c2ccc(F)cc2)cnn1C
→ i | 3
> CC(=O)C1=C(C)Nc2ncnn2C1c1ccccc1F (stereo not given)
→ i | -10
> COc1ccccc1Nc1nc(N)nc(CSC(=S)N2CCC(C)CC2)n1
→ i | -26

# The listing continues.
# Below each compound: CHT allo act | OX1R antag
> Fc1ccc2nc(Nc3ccccc3)sc2c1
→ i | -27
> CN1CCN(C2Cc3ccc(F)cc3Sc3cc(F)c(Cl)cc32)CC1 (stereo not given)
→ i | 10
> CN(CCOc1ccc(Cl)cc1)C(=O)C1=CC=CN2CCS(=O)(=O)N=C12
→ . | 8
> COc1cccc(/C=N/Nc2ccc(Cl)nn2)c1OC
→ i | -14
> CN(C)c1ccc(C2Nc3cccc4cccc(c34)N2)cc1
→ i | -15
> COc1ccc(C2=NS(=O)(=O)N(C)C(C(=O)Nc3ccc(C)cc3)=C2)cc1
→ i | -1
> COC(=O)c1ccc(Oc2nc(NC(C)C)nc(SC)n2)cc1
→ i | -22
> N#Cc1ccc2ccn(CC(=O)NC3CCCCCC3)c2c1
→ i | -15
> O=C(COc1ccc(Br)cc1Cl)c1ccc[nH]1
→ i | -22
> O=C(CNc1n[nH]c(=O)[nH]c1=O)N/N=C/c1cccnc1
→ i | -9

# The list continues:
# Below each compound: CHT allo act | OX1R antag
> O=C(NCCN1CCCCC1)c1cc(OCC(F)(F)F)ccc1OCC(F)(F)F
→ i | -32
> CCC(Oc1ccc2c(c1)C(=O)CC(C)(C)O2)C(=O)NCCN1CCCCCC1 (stereo not given)
→ i | -23
> O=C(Cc1ccccc1C(=O)O)Nc1cccc2ccccc12
→ i | 14
> Cc1cc(NC(=O)CSc2ccc3nnc(-c4cccnc4)n3n2)no1
→ 9.3* | -21
> NS(=O)(=O)c1ccc(CCNC(=O)C2CCCN2C(=O)OCc2ccccc2)cc1 (stereo not given)
→ i | -14
> COc1ccc(CN2CCN(CCCc3ccccc3)CC2)c(OC)c1
→ i | -32
> C=CCNc1nc(C(=O)OC(C)C(=O)c2ccc(C)cc2)cs1 (stereo not given)
→ . | -30
> CC(=O)Nc1cccc(/C(C)=N/NC(=O)c2cccs2)c1
→ i | -16
> N#Cc1ccc(C(=O)NC2CCCCCCC2)cc1
→ i | 5
> Cc1ccc(C)c(S(=O)(=O)N2CCCOC2CNC(=O)C(=O)NC2CC2)c1 (stereo not given)
→ i | -3

# Going on with the list:
# Below each compound: CHT allo act | OX1R antag
> COc1ccccc1N(CC(=O)Nc1c(C)n(C)n(-c2ccccc2)c1=O)S(=O)(=O)c1ccc(C)cc1
→ i | -16
> CCCCCC/C(=N\NS(C)(=O)=O)c1ccccc1
→ i | -13
> CN(CC(=O)Nc1ccc(Cl)cc1F)C1CCS(=O)(=O)C1 (stereo not given)
→ . | 2
> Clc1ccc(CN2C3=NCCN3c3ccccc32)cc1Cl
→ i | -17
> O=C(NNS(=O)(=O)c1ccc(Cl)cc1)c1cc(-c2ccccc2)nc2ccccc12
→ i | -44
